From PubChem BioAssay
Rac1 GTP hydrolysis: MgcRacGAP GTPase-activating activity inhibitors, confirmation, biochemical, ADP Hunter fluorescence; MgcRacGAP-stimulated Rac1 GTP hydrolysis, ADP Hunter fluorescence; higher % means a stronger effect; GST-tagged Rac1 F28L mutant substrate; inhibition, % at 30 µM; hits with a dose series show IC50 in µM; 0.6% of 340,000 active;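 active means first-screen hits whose inhibition reached a set limit at any dose in the follow-up dose series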;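 further: fluorescence reports GDP produced by GAP-driven GTP hydrolysis; strong numbers were not always called active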
UTI89 phage lysis: protection from phage-mediated lysis, alamar blue read-out – E. coli UTI89, K1F phage, bacterial capsule biogenesis inhibitors (AID 488966). E. coli UTI89 K1F phage lysis, alamar blue, 2 h; higher % means a stronger effect. inhibition, % at 100 µM, or IC50 in µM where a hit was titrated. 0.02% of 340,000 active;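 active means phage lysis inhibition, versus mean bacterial control, above a set limit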;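 further: capsule biogenesis inhibitors block K1F phage lysis so surviving cells raise fluorescence; higher fluorescence means more inhibition of phage lysis; actives were called in the ten point dose series up to 300 µM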
GPR55 LPI antagonism: inhibition of LPI-stimulated GPR55 beta-arrestin translocation – imaging, U2OS, beta-arrestin-GFP, LPI agonist, primary screen (AID 2013); U2OS GPR55 beta-arrestin-GFP translocation imaging, LPI antagonism; higher % means a stronger effect; inhibition, % at 10 µM; hits with a dose series show IC50 in µM; 0.13% of 290,000 active;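 active means spots per cell inhibited over 60%, with over 100 cells counted and total cytoplasm intensity under 500,000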;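 further: U2OS cells stably carrying GPR55 and arrestin-GFP stimulated by 5 µM LPI near EC80; imaged beta-arrestin-GFP aggregate spots per cell after agonist stimulation; plate controls were LPI-stimulated DMSO wells for no effect and DMSO wells without LPI for full effect; some results filed as inactive read as strong as hits; confirmed hits need IC50 under 10 µM and bright autofluorescent wells are also inconclusive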
NOD1 inhibition: inhibition of NOD1-driven NF-kB reporter – cell-based, luminescence, uHTS, primary screen (AID 1578). 1% of 290,000 active. NOD1-driven NF-kB luciferase reporter cells, luminescence; higher % means a stronger effect. inhibition, % at 4 µM; hits with a dose series show EC50 in µM; in the data active means inhibition mostly above about 36%, no sharp cut-off; inactive means mostly below about 34%;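 further: HEK-293T reporter cells stimulated with the NOD1 agonist gamma-tri-DAP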
GPR55 activation: GPR55 agonists via beta-arrestin recruitment, primary screen, imaging, U2OS cells, beta-arrestin-GFP redistribution (AID 1961) | U2OS GPR55 beta-arrestin-GFP redistribution imaging; higher % means a stronger effect | one-dose activation, % at 10 µM; EC50 in µM for titrated hits | 0.048% of 290,000 active;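 active means activation above 40% with more than 50 cells counted in the well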;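 further: U2OS osteosarcoma cells stably expressing GPR55 and beta-arrestin-GFP; plate controls were DMSO negative control for no effect and LPI positive control for full effect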
KOR beta-arrestin-1: kappa opioid receptor blockers – cell-based, luminescence, uHTS (AID 1778); KOR beta-arrestin recruitment, luminescence, antagonist mode; higher % means a stronger effect; one-dose inhibition, % at 10 µM; IC50 in µM for titrated hits; 0.091% of 290,000 active; in the data active means inhibition above about 50%; further: strong numbers were not always called active
GPR35 antagonists: inhibition of zaprinast-stimulated GPR35 beta-arrestin translocation – imaging, U2OS, beta-arrestin-GFP, zaprinast agonist, primary screen (AID 2058); 0.052% of 290,000 active; one-dose inhibition, % at 10 µM; IC50 in µM for titrated hits; U2OS GPR35 beta-arrestin-GFP translocation imaging, zaprinast antagonism; higher % means a stronger effect;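 active means inhibition of at least 50% with at least 30 cells and total cytoplasm GFP at most 10,000,000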
KOR beta-arrestin-2: KOR agonists, beta-arrestin recruitment, primary screen, cell-based, luminescence, uHTS (AID 1777); KOR beta-arrestin recruitment, luminescence; higher % means a stronger effect; 0.02% of 280,000 active; activation, % at 10 µM, or EC50 in µM where a hit was titrated; in the data active means activation above about 50%, passing the limit was not always enough; further: a part of the inactive calls stands beside numbers as strong as those of hits
NTR1 ag: NTR1-driven beta-arrestin-GFP spot formation – imaging, U2OS cells, high content, primary screen (AID 493036) | agonist mode | activation, % at 20 µM | P30989 | 0.17% of 330,000 active;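 active means activation at or above 40% of the spot to cytoplasm intensity ratio, with at least 20 cells analyzed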;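 further: 0% = DMSO without peptide and 100% = 100 nM NTR1 peptide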
Target sequence (P30989 whole entry, looked up): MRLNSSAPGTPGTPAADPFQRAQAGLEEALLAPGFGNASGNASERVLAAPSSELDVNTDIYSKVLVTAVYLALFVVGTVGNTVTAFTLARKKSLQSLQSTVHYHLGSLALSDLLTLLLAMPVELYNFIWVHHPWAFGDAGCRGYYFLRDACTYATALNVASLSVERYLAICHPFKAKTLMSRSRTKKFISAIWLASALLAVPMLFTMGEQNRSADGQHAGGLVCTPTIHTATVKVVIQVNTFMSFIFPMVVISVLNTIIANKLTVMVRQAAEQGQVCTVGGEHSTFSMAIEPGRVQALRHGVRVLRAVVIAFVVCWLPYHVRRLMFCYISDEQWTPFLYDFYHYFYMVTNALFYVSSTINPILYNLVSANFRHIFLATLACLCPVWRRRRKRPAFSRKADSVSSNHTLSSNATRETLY
NTR1 ag cell count 20 µM: second read-out of NTR1 ag, no call of its own (marks repeat the call); cell count; measured here: cell count, cytotoxicity flag
An asterisk follows results filed as active; · = no result given; [ ] = dose if it differs, or a comment. These rows are one share of the data (hit frequency here may not be typical).

canonical_smiles,NTR1 ag cell count 20 µM,GPR35 antagonists,NOD1 inhibition,NTR1 ag,UTI89 phage lysis,GPR55 activation,Rac1 GTP hydrolysis,KOR beta-arrestin-2,KOR beta-arrestin-1,GPR55 LPI antagonism
O=C(Nc1nnc(S(=O)(=O)N2CCCCCC2)s1)c1cccc(Br)c1,53,-4%,-20%,5.0,-2.1%,-0.1%,7%,-1.1%,-28%[20 µM],7%
CC1=CC2=C(OC1N(C)C)c1cccc3cccc(c13)C2=O (stereo not drawn),72,14%,17%,3.0,-0.8%,0.3%,12%,-4.8%,-15%,0%
COc1ccc(-c2csc(C3=C(O)CN(Cc4ccc(S(N)(=O)=O)cc4)C3=N)n2)cc1OC,50,-1%,6%,-0.4,-0.1%,-0.1%,13%,2.2%,-18%,23%
O=C(CCSc1nnc(-c2ccncc2)o1)Nc1ccccc1Cl,55,14%,-10%,-1.0,1.2%,-0.2%,6%,4.2%,19%,4%
COc1cccc(-n2c(C)cc(/C=C3/C(=N)N4C(=NC3=O)SN=C4S(C)(=O)=O)c2C)c1,94,-4%,9%,-0.1,1.7%,-0.3%,0%,2.3%,-37%,10%
Cc1cc(OCC(=O)O/N=C(\N)c2ccccc2)cc(C)c1Cl,49,26%,-5%,-1.3,0.1%,0.0%,8%,-1.2%,0%,-13%
O=C(Nc1cccc(-n2cnnn2)c1)c1ccncc1,69,-6%,-23%,1.2,0.6%,0.5%,5%,-2.8%,-46%,4%
CCOC(=O)CC1=NN(c2ccccc2)C(=O)C1,46,-17%,-24%,3.4,-1.4%,-0.1%,3%,6.8%,-58%[20 µM],-7%
CCN(CC)S(=O)(=O)c1ccc(NC(=O)COC(=O)c2cnc(C)cn2)cc1,99,-8%,-21%,0.1,-0.7%,-0.4%,6%,-2.5%,14%,3%
CCN(c1ccccc1)S(=O)(=O)c1ccc2[nH]c(=O)[nH]c2c1,31,-7%,-14%,0.2,-1.8%,0.7%,3%,-3.7%,14%[20 µM],6%
O=C(Nc1nc2c(s1)CCCC2=O)c1cnccn1,45,-6%,-33%,-1.0,1.1%,-0.2%,-4%,0.5%,23%,-14%
Nc1ccc2c(c1)C(=O)N(CC1CCCO1)C2=O (stereo not drawn),77,-2%,-28%,1.8,-0.1%,-0.2%,0%,2.3%,36%,0%
Cn1c(=O)[nH]c(=O)c2c1nc(CN1CCN(c3ccc(F)cc3)CC1)n2CCN1CCOCC1,59,-8%,-10%,-1.5,0.3%,-0.1%,8%,·,·,4%
O=C(NCC1CCCO1)c1ccc(Oc2ccc([N+](=O)[O-])cc2)cc1 (stereo not drawn),45,-24%,42%*,-0.1,-0.2%,0.2%,1%,-1.8%,0%,-3%
CN1C(C(=O)Nc2cccc(O)c2)=CC(c2ccco2)=NS1(=O)=O,51,-15%,-1%,7.8,4.5%,-0.3%,-1%,-4.8%,16%[20 µM],-11%
Cc1cccc(Cn2c(NCC(C)O)nc3c2c(=O)n(C)c(=O)n3C)c1 (stereo not drawn),49,8%,10%,2.8,0.4%,0.2%,-1%,-2.6%,19%,-7%
Cc1ccc(NC(=O)COC(=O)c2ccc([N+](=O)[O-])o2)cc1S(=O)(=O)N1CCCCC1,38,3%,-28%,8.6,-13%,0.3%,2%,-1.1%,3%,0%
COc1ccc([N+](=O)[O-])cc1NC(=O)c1ccc(C)o1,39,2%,-13%,-0.3,-0.3%,0.1%,7%,-2.7%,26%,8%
CCOc1cccc(CN2CCCC(N3CCc4cc(OC)c(OC)cc4C3)C2)c1O (stereo not drawn),57,-11%,-18%,-0.4,0.3%,-0.1%,5%,7.9%,-34%,3%
COc1ccc(Br)cc1C(=O)Nc1ccc(N2CCCC2)cc1,51,1%,-13%,8.9,0.2%,0.0%,14%,4.9%,-47%,-1%
CCOc1ccc2nc(NC(=O)CSc3cn[nH]n3)sc2c1,62,-1%,-21%,0.7,-1.4%,0.2%,10%,1.1%,-21%,4%
CC1=NN(C(C#N)c2c(C)nn(Cc3ccccc3)c2C)C(C)(C)C1 (stereo not drawn),92,6%,-29%,-0.8,0.3%,-0.1%,6%,-2.9%,-9%[20 µM],5%
Cc1cc(/C=N/NC(N)=S)c(C)n1-c1cccc(Cl)c1,81,-11%,-13%,-0.1,0.3%,-0.1%,5%,-6.4%,4%,9%
COc1ccc2c(CC#N)c[nH]c2c1,77,-4%,-1%,-6.3,0.7%,0.6%,12%,1.0%,-7%,-1%
COc1cc(C2/C(=C(/O)c3ccc(OCC(C)C)cc3)C(=O)C(=O)N2CCN(C)C)ccc1O (stereo not drawn),32,6%,-21%,0.3,5.1%,-0.2%,2%,0.9%,15%,6%
Cc1ccc(NC2CCCN(C(=O)c3cccc(-c4ncc[nH]4)c3)C2)cc1C (stereo not drawn),55,7%,0%,0.1,-0.1%,-0.1%,-34%,5.6%,4%,-10%
CN(C)c1ccc(NC(=O)CCn2c(=S)oc3ccccc32)cc1,76,-6%,-45%,0.3,0.1%,-0.5%,10%,2.2%,-29%,-1%
Cc1ccc(S(=O)(=O)NC(C(=O)O)c2ccccc2)cc1 (stereo not drawn),48,7%,-15%,1.9,-0.3%,0.1%,1%,·,2%[20 µM],4%
CCSc1nnc(NC(=O)CCn2c(=O)oc3ccccc32)s1,70,0%,-7%,3.4,7.5%,-0.1%,4%,-0.9%,42%,0%
O=c1c2c3c(sc2nc2n1CCCC2)CCCCC3,31,-4%,-60%,-1.3,0.7%,0.0%,12%,-0.7%,-17%,-11%

Given as labelled records: part of the list above
> Cc1ccc(S(=O)(=O)NC(C(=O)O)c2ccccc2)cc1 (stereo not drawn)
  NTR1 ag cell count 20 µM: 48; GPR35 antagonists: 7%; NOD1 inhibition: -15%; NTR1 ag: 1.9; UTI89 phage lysis: -0.3%; GPR55 activation: 0.1%; Rac1 GTP hydrolysis: 1%; KOR beta-arrestin-2: ·; KOR beta-arrestin-1: 2%[20 µM]; GPR55 LPI antagonism: 4%

> CCSc1nnc(NC(=O)CCn2c(=O)oc3ccccc32)s1
  NTR1 ag cell count 20 µM: 70; GPR35 antagonists: 0%; NOD1 inhibition: -7%; NTR1 ag: 3.4; UTI89 phage lysis: 7.5%; GPR55 activation: -0.1%; Rac1 GTP hydrolysis: 4%; KOR beta-arrestin-2: -0.9%; KOR beta-arrestin-1: 42%; GPR55 LPI antagonism: 0%

(more compounds)
canonical_smiles,NTR1 ag cell count 20 µM,GPR35 antagonists,NOD1 inhibition,NTR1 ag,UTI89 phage lysis,GPR55 activation,Rac1 GTP hydrolysis,KOR beta-arrestin-2,KOR beta-arrestin-1,GPR55 LPI antagonism
COc1ccc(Nc2nc(Cl)nc(NCc3ccco3)n2)c(OC)c1,33,31%,-38%,-4.8,-1.1%,0.0%,8%,2.3%,3%,14%
Fc1cccc(NC(=S)N2CCCC2)c1,79,2%,-8%,1.6,0.2%,0.5%,3%,3.2%,0%,5%
CC12C(=O)N(c3cccc4cccnc34)C(=O)C1C1C=CC2C1 (stereo not drawn),56,1%,13%,6.9,4.0%,-0.1%,3%,-2.3%,-21%,-9%
O=C(CN1CCN(c2ccccc2F)CC1)c1c[nH]c2ccc(F)cc12,99,-8%,-29%,2.8,0.3%,0.3%,5%,4.7%,-7%,15%
COCC(=O)N1CCC(Oc2ccc(C(=O)N3CCCCCCC3)cc2)CC1,53,1%,-9%,0.2,-0.1%,-0.1%,7%,-1.7%,24%,3%
Nc1nc(C(F)(F)F)c(Br)c(=O)n1N,54,-6%,-31%,-0.1,-2.3%,-1.1%,6%,-1.4%,-14%,6%
CC(=O)N1CCC(C(=O)OCc2ccccc2F)(c2ccccc2)CC1,41,6%,-15%,-2.7,0.5%,-0.4%,5%,3.4%,-7%,13%
CC(C)Oc1ccc(C(CC(=O)O)NC(=O)C2CCCCC2)cc1 (stereo not drawn),13,6%,-12%,-4.1,-1.0%,-0.1%,2%,-2.0%,11%,25%
c1cncc(CNc2nc(-c3cccnc3)nc3ccccc23)c1,48,-13%,-1%,1.9,0.1%,0.0%,5%,-0.2%,16%,-4%
CCC(CC)C(=O)Nc1ccc(C)c(O)c1,58,10%,-12%,-0.7,0.1%,-0.1%,6%,0.6%,3%,25%
CCOC(=O)c1c(S(=O)(=O)NCC(=O)Nc2cc(C)ccc2C)c(C)n(C)c1C,62,1%,-22%,0.8,0.2%,0.2%,6%,5.4%,-2%,-8%
COCCN1C(=O)c2ccccc2C(C(=O)NCCCN2CCCC2)C1c1c[nH]c2ccccc12 (stereo not drawn),48,2%,-14%,0.2,·,0.3%,·,-6.5%,12%,7%
Clc1ccccc1-c1nnc2sc(-c3ccc4c(c3)OCO4)nn12,71,-13%,-24%,3.4,1.1%,0.8%,10%,-2.7%,-14%,-7%
CCCCCNC(=O)CCc1ccccc1,63,-6%,-26%,1.1,0.9%,0.4%,5%,-3.9%,-12%,-1%
COc1ccc(/C=N/NC(=O)c2sc(C)nc2C)cc1,29,10%,-21%,0.0,2.9%,-0.7%,8%,-4.7%,3%,-4%
COc1ccc(-c2ccc(C(=O)O)o2)c([N+](=O)[O-])c1,37,-6%,12%,-1.1,-0.8%,0.1%,-1%,6.0%,-8%,2%
Cc1ccc(/C=N/Nc2ccccn2)s1,64,3%,-68%,1.3,3.8%,-0.2%,4%,-6.5%,-32%,-11%
CN(C)S(=O)(=O)c1cc(NC(=O)CN2CCN(c3ccccc3F)CC2)ccc1Cl,77,6%,-16%,0.8,0.1%,-0.3%,10%,-5.2%,10%,10%
CCOC(=O)C(C)Sc1nnc(-c2ccccc2O)n1Cc1ccccc1 (stereo not drawn),88,8%,2%,0.4,-0.2%,-0.2%,7%,4.6%,-14%,12%
Cc1ccc(N2C(=O)C3CCCN3C2=S)cc1 (stereo not drawn),96,-11%,-10%,-0.7,0.4%,0.5%,5%,-3.8%,-10%,13%
Nc1ccc(Cl)c(S(=O)(=O)Nc2cccc(Cl)c2)c1,37,0%,-26%,0.1,0.2%,0.3%,8%,-1.5%,6%,-3%
CC(C)N1C(=O)CC(Nc2cccc3cccc(N)c23)C1=O (stereo not drawn),·,-6%,-10%,·,0.2%,0.2%,8%,-0.2%,-28%,6%
Cc1ccc(S(=O)(=O)n2cc(-c3ccccc3)c(N)n2)cc1,83,-3%,-5%,2.3,-1.0%,-0.2%,-3%,0.8%,-8%,-4%
Cc1c(C2Nc3ccccc3NC3=C2C(=O)CC(C)(C)C3)cnn1C (stereo not drawn),55,-16%,-16%,3.6,0.5%,-0.2%,5%,1.7%,16%,2%
Cc1ccc(C(=O)COC(=O)CNC(=O)CN2C(=O)c3ccccc3C2=O)cc1,54,-10%,-2%,0.7,2.7%,-0.4%,2%,0.2%,14%,2%
CC1(C(=O)O)CCC(C(=O)Nc2ccc(OC(F)(F)Cl)cc2)C1(C)C (stereo not drawn),81,-3%,-9%,0.3,2.1%,-0.3%,7%,-0.6%,-34%,-1%
